High-throughput results deposited in PubChem by several laboratories.
Diaph act CS: compounds boosting diaphorase resazurin reduction – biochemical, uHTS, resorufin fluorescence, counter-screen for diaphorase-coupled primary assays, primary screen. Diaphorase/resazurin coupled assay, 16 min; active compounds read high; 1 = vehicle wells, 0 = NADH-free wells. activation factor at 20 µM. actives 0.005% (n = 190,000). AID 1229, 2008;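 active = diaphorase activity raised at least twofold by the compound at 20 µM; inactive = activation factor below 2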
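Material: purified diaphorase enzyme from Clostridium kluyveri / Medium: HEPES pH 7.4 buffer with MgCl2 and Tween 20 / Schedule: enzyme reaction of 16 min at room temperature / Measured by: resorufin fluorescence, excitation 544 nm, emission 590 nm / Evaluation: rise in resorufin formation, marking diaphorase activation or chemical reduction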
APP transl inh: inhibitors of APP translation via 5'UTR reporter, primary screen, APP 5'UTR luciferase, SH-SY5Y cells; SH-SY5Y APP 5'UTR-luciferase reporter, luminescence; inhibition, % at 2 µM; actives 0.82% (n = 190,000); AID 1285, 2008;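 active = inhibition above a set limit, derived from the sample mean plus 3 SD, cut at about 45% in these data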; note: values of inactives mirror those of a sister screen read the other way
Diaphorase inh: diaphorase inhibitors and chemical oxidizers, primary screen, counter-screen for diaphorase-coupled primary assays, biochemical, uHTS, resorufin fluorescence; diaphorase resazurin-to-resorufin fluorescence, NADH, 16 min; bacterial (C. kluyveri) enzyme, not human; actives 0.69% (n = 190,000); inhibition, % at 20 µM;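 active = primary screen inhibition at 20 µM above a set limit, cut at about 50% in these data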;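 note: plate controls were DMSO with full reaction for no effect and wells lacking NADH for full effect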
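material = Clostridium kluyveri diaphorase enzyme | amount = 0.14 U/mL diaphorase, enzyme working solution | schedule = incubation 16 min, room temperature | detection = fluorescence of resorufin formed from resazurin, Ex 544/Em 590 nm | benchmarks = positive control minus NADH, DMSO neutral control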
NF-kB neuron act: activators of NF-kB expression in neurons, primary screen, cell-based, HTS; human neuronal cells, NF-kB reporter expression; active compounds read high; actives 1.6% (n = 190,000); fold change at 12.5 µM; in the data active = fold change above about 3.3
TLR4-MyD88 BLA: inhibitors of TLR4-MyD88 association in cells, primary screen, cell-based, HeLa CL3-4, BLA complementation, FRET ratio | HeLa CL3-4 TLR4/MyD88 BLA complementation | actives 0.18% (n = 200,000) | Toll-like receptor 4 (Homo sapiens) + Myeloid differentiation primary response protein … | inhibition, % at 8.4 µM; in the data active = inhibition above about 25%;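 note: 0% = vehicle and 100% = reference inhibitor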
G6PDH counter: L. mesenteroides G6PDH inhibitors, counter-screen for G6PDH-coupled screening assays, biochemical, Leuconostoc mesenteroides enzyme; glucose-6-phosphate dehydrogenase [Leuconostoc mesenteroides]; Purified L. mesenteroides G6PDH, diaphorase/resazurin coupled fluorescence, 45 min; inhibition, % at 5 µM; actives 0.12% (n = 200,000); AID 1020, 2008; in the data active = inhibition above about 50%
FLuc act counter: FLuc activators, initial screening, artefact control for FLuc-dependent activation tests, biochemical, ATPlite luminescence; AID 1027, 2008; activation factor at 10 µM; 200,000 tested, under 10 active; Luciferin 4-monooxygenase (Photinus pyralis), P08659; ATPlite luciferase biochemical, 10 min; 0 = ATP-free wells, 1 = DMSO control;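 active = luciferase activation factor, scaled between plate controls, of at least 2 with compound at 10 µM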
Target sequence (P08659 whole entry, looked up): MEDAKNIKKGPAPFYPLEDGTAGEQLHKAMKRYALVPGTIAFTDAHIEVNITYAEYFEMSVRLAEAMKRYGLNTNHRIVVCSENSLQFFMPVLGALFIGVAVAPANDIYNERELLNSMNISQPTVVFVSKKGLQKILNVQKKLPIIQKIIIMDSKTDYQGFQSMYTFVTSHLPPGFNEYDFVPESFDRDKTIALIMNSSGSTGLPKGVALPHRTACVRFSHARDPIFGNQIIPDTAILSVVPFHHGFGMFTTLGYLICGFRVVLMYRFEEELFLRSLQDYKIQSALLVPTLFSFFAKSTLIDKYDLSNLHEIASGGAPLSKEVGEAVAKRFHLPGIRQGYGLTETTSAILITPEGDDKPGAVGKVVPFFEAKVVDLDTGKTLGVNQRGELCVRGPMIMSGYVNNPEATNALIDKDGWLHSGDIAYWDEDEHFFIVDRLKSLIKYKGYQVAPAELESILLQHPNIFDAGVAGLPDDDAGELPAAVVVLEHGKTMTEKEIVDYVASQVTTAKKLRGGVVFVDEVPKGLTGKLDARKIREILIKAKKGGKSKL
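Material: Luciferase/luciferin reagent mix | Doses: Test compounds dosed from 2 mM stocks in 100% DMSO | Timing: 10 min incubation after luciferase reagent addition, room temperature | Measured by: Luminescence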
STAT1 act: STAT1 signaling activators, primary screen, cell-based, HTS, luciferase reporter. NIH 3T3 STAT1-luciferase reporter, IFN-gamma, luminescence; 100% = IFN-gamma alone, no compound. activation (% of control), % at 5.5 µM. actives 2.6% (n = 200,000). AID 932, 2007;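 active = activation above the screen-wide mean activation plus 3 SD, cut at about 130% in these data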;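 note: raw ratio to IFN-gamma control signal so 100% means no change and 0% no light; values of inactives mirror those of a sister screen read the other way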
FLuc inh counter: firefly luciferase enzyme inhibitors, primary screen, artefact control for luciferase-based inhibitor screens, biochemical, luminescence, ATPLite; 10 min; inhibition, % at 10 µM; actives 1.5% (n = 200,000); AID 1006, 2008;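 active = inhibition above about 50% when tested at 10 µM, limit read from the data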
APP 5'UTR act: activators of APP 5'UTR luciferase reporter, primary screen, SH-SY5Y cells; SH-SY5Y APP 5'UTR luciferase reporter, luminescence; zero percent = DMSO vehicle wells; activation, % at 2 µM; actives 1% (n = 190,000); AID 1276, 2008;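 active = activation above a set limit, based on mean plus 3 SD of controls, cut at about 140% in these data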; note: values of inactives mirror those of a sister screen read the other way
* = called active by the depositor; . = not tested or not shown.

SMILES	Diaph act CS	APP transl inh	Diaphorase inh	NF-kB neuron act	TLR4-MyD88 BLA	G6PDH counter	FLuc act counter	STAT1 act	FLuc inh counter	APP 5'UTR act
S=C(Nc1ccc2c(c1)OCO2)Nc1ccc2c(c1)OCO2	0.7	-51	26	1.5	-14	16	1	114	3	51
O=C(CSc1nnc(-c2cccnc2)o1)Nc1ccc(Cl)cc1	0.9	14	10	1.5	-9	3	1	92	-1	-14
COc1ccc(NC(=O)c2cccc(NC(=O)C(C)C)c2)c([N+](=O)[O-])c1	0.9	2	14	1.1	-6	-5	0.9	102	7	-2
COc1cc(O)oc1C=Nc1ccc(Oc2ccccc2)cc1	1	4	1	1.1	16	2	1	113	2	-5
CCC(C)NC(=O)COC(=O)c1cccnc1Nc1ccccc1F (stereo unspecified)	1	-1	0	0.57	-17	7	1	102	-4	1
CC1(C)CNC(=O)CC(C)(C)N1	0.9	8	11	1.6	-4	5	1.1	93	-8	-8
CCCCOc1ccc(C(=O)N/N=C/c2ccc(OCCN3CCCCC3)c(OC)c2)cc1	1.1	-9	-10	0.57	-4	-2	1	99	-2	9
COc1ccc(/C(O)=C2/C(=O)C(=O)N(CC3CCCO3)C2c2ccc(OC)c(OC)c2)cc1 (stereo unspecified)	0.8	-8	16	1.2	2	5	1.1	95	-7	9
CCCN(CCC)C(=O)C1c2ccccc2Oc2ccccc21	0.7	8	29	0.98	-13	4	1	98	-2	-8
Cc1cccc(OCCn2c(S(=O)(=O)O)nc3ccccc32)c1	0.8	5	17	0.97	-3	8	1	98	-3	-5
CC(C)c1ccc(COc2ccc(C(=O)N3CCOCC3)cc2)cc1	0.9	-9	12	1.1	5	10	1	83	-4	9
CCSc1nc2c(c(=O)[nH]c(=O)n2C)n1C/C=C(/C)Cl	0.9	-3	6	1	4	22	1	97	3	3
O=C(O)CSc1nnnn1-c1ccc2c(c1)OCCO2	1	-8	5	0.92	5	5	1	105	-4	8
Cc1cccc(Cc2ccc(Cl)nn2)c1	1	-25	2	0.96	-14	-2	0.9	106	5	25
Cc1ccccc1-n1c(=O)cc(N2CCN(C(=O)c3ccco3)CC2)[nH]c1=O	0.9	4	10	1.2	8	4	1	101	-1	-3
COCCn1c(SCC(=O)Nc2ccc(F)cc2)nc2c(oc3ccccc32)c1=O	0.9	9	5	1.1	-3	4	1	98	1	-9
O=C(CCCCn1c(=S)[nH]c2ccsc2c1=O)NCc1ccco1	0.6	-11	38	1.1	11	8	1.1	99	-10	11
Cc1cccc(C2N(c3nccs3)C(=O)C3CCCN32)c1 (stereo unspecified)	0.9	1	14	1.1	-1	4	1	104	0	-1
CCOc1c(CNCCNC(=O)c2nonc2N)cccc1OC	0.9	-3	11	1.4	4	11	1.1	92	-12	3
CCCCCC1(C)NC(=S)N(c2ccccc2)N1 (stereo unspecified)	1	-40	-1	0.97	7	-3	1	97	0	40
Cc1ccc(NC(=O)CCn2c(=O)oc3ccccc32)c(C)c1	1.1	-10	-6	1.8	1	3	1	101	0	10
COc1ccc(CNC(=O)c2c(O)c3cccc4c3n(c2=O)CCC4)cc1OC	1.1	3	-6	0.96	10	18	1	105	5	-3
O=C(O)Cn1c(SCc2ccccc2)nc2ccccc21	0.8	8	18	1.5	0	11	1	100	-1	-8
CCNC(=O)CC1C(=O)N(c2ccc(C)cc2)C(=O)N1Cc1ccccn1 (stereo unspecified)	0.9	-11	15	1.1	-1	1	1	101	-2	11
COc1ccc(NC(=O)Nc2ccccc2C)c(OC)c1	0.9	4	10	1	14	4	1.2	106	-15	-3
CC1(C)Cc2ccccc2C(=NCC(=O)O)N1	.	3	.	1.2	-2	5	1	97	4	-3
COc1ccccc1N1CCN(CCC(=O)Nc2ccc3c(c2)OCO3)CC1	0.9	-3	12	1.2	2	0	1	93	-4	3
Nc1nn(-c2cccc(F)n2)cc1-c1ccc(Cl)cc1	1	-251	-5	12*	-10	-2	0.4	83	57*	251*
COc1cc(CNc2ccc(CNc3ncn[nH]3)cc2)cc(Cl)c1OCc1ccccc1	0.9	8	6	1.1	0	-22	1	109	-4	-8
FC(F)(F)C(Oc1nc(NC2CCCCC2)nc(N2CCOCC2)n1)C(F)(F)F	0.8	-4	19	0.89	-2	-3	1	99	-2	5
CCOc1cc(N2CCOCC2)c(OCC)cc1NC(=O)CSc1nccc(C)n1	0.8	-2	17	0.9	-5	6	1	92	-4	2
O=C(Nc1cc(Cl)cc(Cl)c1)C(NCCCO)c1ccccc1 (stereo unspecified)	0.9	12	15	1.1	14	1	1.1	101	-8	-12
O=CN1CCCN(Cc2nc(Cc3ccccc3F)no2)CC1	1.1	-28	-12	1.1	-8	18	1	107	-1	28
O=C(N/N=C\c1ccc(Br)cc1)c1ccc(Cn2cccn2)o1	0.9	-4	12	1.3	-5	6	0.8	118	22	4
CCO[C@@H]1OC(C(=O)O)=C[C@H](c2ccc(Br)cc2)[C@H]1CCCO	1.1	-20	-13	1.2	-4	12	1	99	-4	20
Cc1ccccc1Cn1cnc2ccccc2c1=O	1	9	4	1.1	-12	5	1.1	103	-6	-9
O=C(Cn1ccc(C(F)(F)F)n1)N=Nc1c(O)[nH]c2ccc(Br)cc12	0.9	-17	7	0.89	3	-2	1	96	-1	17
COc1ccc(-c2[nH]ncc2CN(C)Cc2cccnc2)c(F)c1	1	8	3	1.3	-6	2	1	103	1	-7
CC(C(=O)O)N1C(=O)c2ccccc2C1=O (stereo unspecified)	1	-14	1	1	8	0	1.1	104	-6	14
CCOC(=O)C1=C(C)Nc2ccccc2N=C1NC(=O)/C=C/c1ccc(OC)cc1OC	0.7	-29	26	0.61	5	-1	1	82	-4	29

5 compounds drawn at random from those above:
SMILES	Diaph act CS	APP transl inh	Diaphorase inh	NF-kB neuron act	TLR4-MyD88 BLA	G6PDH counter	FLuc act counter	STAT1 act	FLuc inh counter	APP 5'UTR act
CC1(C)Cc2ccccc2C(=NCC(=O)O)N1	.	3	.	1.2	-2	5	1	97	4	-3
CCOC(=O)C1=C(C)Nc2ccccc2N=C1NC(=O)/C=C/c1ccc(OC)cc1OC	0.7	-29	26	0.61	5	-1	1	82	-4	29
Nc1nn(-c2cccc(F)n2)cc1-c1ccc(Cl)cc1	1	-251	-5	12*	-10	-2	0.4	83	57*	251*
CC(C(=O)O)N1C(=O)c2ccccc2C1=O (stereo unspecified)	1	-14	1	1	8	0	1.1	104	-6	14
CCO[C@@H]1OC(C(=O)O)=C[C@H](c2ccc(Br)cc2)[C@H]1CCCO	1.1	-20	-13	1.2	-4	12	1	99	-4	20

(more compounds)
SMILES	Diaph act CS	APP transl inh	Diaphorase inh	NF-kB neuron act	TLR4-MyD88 BLA	G6PDH counter	FLuc act counter	STAT1 act	FLuc inh counter	APP 5'UTR act
O=C1c2cc([N+](=O)[O-])cc3cc([N+](=O)[O-])cc(c23)C(=O)N1c1ccccn1	0.7	-8	27	0.86	9	4	1	73	-2	7
Cc1ccc(NC(=O)Cn2c(CCC(=O)O)ccc2-c2cccs2)cc1	0.9	.	6	1	4	1	1.1	95	-6	.
CC(C)(C)OC(=O)NNC(=O)c1cccs1	1.1	-5	-11	1.1	-6	8	1.1	98	-6	5
COc1ccc(/C=C/C(=O)NC(=S)Nc2ccc(S(=O)(=O)Nc3cc(OC)ncn3)cc2)cc1	0.9	-5	7	1.1	-1	4	1	88	-4	5
Cc1ccc(CN2C(=O)N/C(=C/c3cc(C)n(-c4ccccn4)c3C)C2=O)cc1	0.9	-20	10	1.2	12	1	1	112	1	20
C/C(=N\Nc1ncc(Cl)cc1Cl)c1ccc(C#N)cc1	0.9	25	11	1.1	13	-1	1	106	0	-25
CCOc1ccc(NC(=O)C2C3C=CC4(CN(C(C(=O)OC)C(C)C)C(=O)C24)O3)cc1 (stereo unspecified)	0.9	-35	11	1.4	-4	16	1.1	98	-6	35
CCOC(=O)CN(Cc1sccc1C)C(=O)Nc1cccc(OC)c1	0.9	-3	8	1.3	2	-1	1	103	2	3
CS(=O)(=O)N(CC(=O)N1CCCC1)c1ccc2c(c1)OCCO2	1	1	5	1.1	5	4	1	103	-4	-1
CN(C)S(=O)(=O)N(CCN1CCOCC1)Cc1ccccc1F	0.9	-9	6	0.93	-8	7	1.1	98	-5	9
COCCn1nnnc1C(c1cc2cc(OC)ccc2[nH]c1=O)N1CCC(Cc2ccccc2)CC1 (stereo unspecified)	0.9	8	14	0.83	1	-28	1.1	97	-6	-8
O=C(Cc1cccc(C(F)(F)F)c1)NCc1ccc(Cl)cc1	0.9	8	10	1.1	-1	12	1	97	-2	-8
O=C(CCN1Cc2ccccc2C1)c1ccc2c(c1)OCCO2	0.9	-36	6	1	-3	2	1	99	1	35
COc1ccc(/C=C/C(=O)C2(O)CCCCC2)cc1OC	0.9	-17	12	1.7	5	8	1	94	-3	17
COc1ccc(NC(C#N)c2ccc(OC)cc2)cc1 (stereo unspecified)	0.9	-1	9	1.2	-2	4	1.1	97	-7	1
COc1ccc(C=NCCCN2CCOCC2)cc1	1	-3	-3	0.99	11	0	1	106	-2	3
CCn1ncc(Cl)c1C(=O)Nc1cc(Cl)ccc1Cl	0.9	3	14	0.97	1	3	1	105	-3	-3
O=C(/C=C/c1ccccc1)NC(=S)NNS(=O)(=O)c1ccccc1	.	2	.	1.4	-10	13	1.1	99	-5	-2
CCOC(=O)C1CCN(c2nc(C)cc(C)c2C#N)CC1	0.8	12	16	1	-1	7	1.1	93	-10	-12
CCCCC(=O)Oc1ccccc1C1SCc2cc(C)c(C)cc2CS1	0.9	4	9	1.1	-8	3	1.1	107	-7	-4
CCOc1ccc(C(=O)NCC(=O)OCc2c(C)noc2C)cc1OCC	0.8	-11	18	1.1	12	13	1	94	-5	11
COc1ccc(N2CCN(S(=O)(=O)c3ccc(Cl)s3)CC2)cc1	1	2	4	0.92	-13	-1	1	93	-1	-2
CCOC(=O)Cn1nnc(-c2ccc(OCC(C)C)cc2)n1	0.9	18	14	1.4	0	4	1	104	0	-18
C=CCNC(=O)/C(=C/c1cccc([N+](=O)[O-])c1)NC(=O)c1ccco1	0.9	-24	7	1	6	11	1	95	-2	24
